MCF10A rerep: A quantitative high throughput screen for small molecules that induce DNA re-replication in MCF 10a normal breast cells | 2.9% of 350,000 active | Potency, µM (top dose mostly 46.1 µM), inactives show at the highest dose activity, positive = re-replication, actives largely listed as activators | AID 624296, 2012 | MCF 10A DNA re-replication, Hoechst nuclear intensity, 48 h; further: potency means the concentration at half of the fitted maximal effect; % of control where 0% means no effect; nearly all actives have a fitted effect of over 50% in size
SW480 rereplic: A quantitative high throughput screen for small molecules that induce DNA re-replication in SW480 colon adenocarcinoma cells | 1.8% of 340,000 active | SW480 DNA re-replication, Hoechst DNA content imaging, 48 h | Potency, µM (top dose mostly 46.1 µM), inactives show at the top dose re-replication activation, hits mostly activators; further: potency means the concentration at half of the fitted maximal effect; % of control where 0% means no effect; nearly all actives have a fitted effect of over 55% in size
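First, 250 cells per well were seeded. Next, compound or vehicle (23 nL) was pinned in, plates sat 48 hr at 37 C. Finally Hoechst was added for 40 min before fluorescence scanning.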
WRN inhibitor: qHTS for Inhibitors of WRN Helicase; AID 651768, 2012; Bifunctional 3'-5' exonuclease/ATP-dependent helicase WRN (Homo sapiens), Q14191; 0.46% of 360,000 active; WRN helicase unwinding, fluorescent forked duplex, kinetic; Potency, µM (highest dose often 114 µM), for inactives: at the top dose activity change, negative = inhibition, hits mostly inhibitors; further: potency means the concentration at half of the fitted maximal effect; on the % scale 0 is the no-effect control and ±100 the full control effect; nearly all actives have a fitted effect of over 55% in size
Target sequence (Q14191 whole entry, looked up): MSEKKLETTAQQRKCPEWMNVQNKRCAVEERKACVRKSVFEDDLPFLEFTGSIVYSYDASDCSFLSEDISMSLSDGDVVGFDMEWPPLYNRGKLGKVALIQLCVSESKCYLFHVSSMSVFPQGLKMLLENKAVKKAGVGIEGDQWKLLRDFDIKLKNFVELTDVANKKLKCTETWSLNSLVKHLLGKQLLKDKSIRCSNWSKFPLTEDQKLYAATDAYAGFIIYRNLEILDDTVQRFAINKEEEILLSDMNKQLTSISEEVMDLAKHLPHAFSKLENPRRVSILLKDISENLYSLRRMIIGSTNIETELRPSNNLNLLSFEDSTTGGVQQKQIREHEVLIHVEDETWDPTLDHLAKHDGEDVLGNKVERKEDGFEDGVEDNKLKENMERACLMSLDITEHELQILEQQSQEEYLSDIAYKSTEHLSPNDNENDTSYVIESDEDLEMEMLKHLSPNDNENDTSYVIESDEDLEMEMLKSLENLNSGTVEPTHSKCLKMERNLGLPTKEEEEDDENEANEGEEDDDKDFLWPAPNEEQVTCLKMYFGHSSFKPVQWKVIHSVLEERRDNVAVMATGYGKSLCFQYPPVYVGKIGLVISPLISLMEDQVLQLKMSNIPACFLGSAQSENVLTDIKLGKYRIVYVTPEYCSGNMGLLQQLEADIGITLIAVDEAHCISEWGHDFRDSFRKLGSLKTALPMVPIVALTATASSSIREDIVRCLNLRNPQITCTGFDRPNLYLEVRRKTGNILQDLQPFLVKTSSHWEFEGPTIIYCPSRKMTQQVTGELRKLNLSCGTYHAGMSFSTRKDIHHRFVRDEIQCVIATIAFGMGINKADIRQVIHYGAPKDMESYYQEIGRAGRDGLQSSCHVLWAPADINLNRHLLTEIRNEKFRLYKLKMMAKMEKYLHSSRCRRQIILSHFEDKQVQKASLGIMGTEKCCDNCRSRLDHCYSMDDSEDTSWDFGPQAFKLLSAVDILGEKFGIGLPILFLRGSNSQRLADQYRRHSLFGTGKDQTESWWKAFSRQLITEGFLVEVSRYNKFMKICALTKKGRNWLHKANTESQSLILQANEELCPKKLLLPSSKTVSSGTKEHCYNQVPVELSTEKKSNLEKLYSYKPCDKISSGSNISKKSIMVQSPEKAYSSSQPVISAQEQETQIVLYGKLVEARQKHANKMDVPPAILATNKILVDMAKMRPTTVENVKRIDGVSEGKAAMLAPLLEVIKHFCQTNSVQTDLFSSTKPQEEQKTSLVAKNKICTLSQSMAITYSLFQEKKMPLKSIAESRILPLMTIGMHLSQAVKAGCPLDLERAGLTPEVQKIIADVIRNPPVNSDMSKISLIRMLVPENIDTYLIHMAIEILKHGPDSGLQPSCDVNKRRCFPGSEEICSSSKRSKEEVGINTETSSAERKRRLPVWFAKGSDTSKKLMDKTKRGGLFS
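Fluorescence dequenching readout, ex 525 nm/em 598 nm, kinetic mode: forked duplex DNA (100 nM final) with adjacent fluorophore and quencher unwound by WRN (20 nM final) with 2 mM ATP. Compound preincubation 15 min, room temperature.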
KB-3-1 cytotox: qHTS assay for MDR1-selective chemotherapeutics: Primary screen using the parental adenocarcinoma cell KB-3-1; Potency, µM (doses to about 46.1 µM), without a hit: at the highest dose activity change, negative = cytotoxic, hits mostly cytotoxic; KB-3-1 viability, CellTiter-Glo ATP luminescence, 72 h; 1.4% of 400,000 active; further: potency means the concentration at half of the fitted maximal effect; on the % scale 0 is the no-effect control and ±100 the full control effect; nearly all actives have a fitted effect of over 60% in size
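KB-3-1 cells, DMEM (no phenol red) + 10% FBS; compound by pin transfer, 72 h, 37 °C. Readout: CellTiter-Glo luminescence after 10 min. Data normalized, curve-fitted.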
ATXN2 expr inh: Primary qHTS for Inhibitors of ATXN expression; HEK-293 ATXN2-luciferase reporter, luminescence, 24 h; Potency, µM (series often up to 57 µM), for the others: top-dose activity change, negative = inhibition, hits mostly inhibitors; 0.72% of 360,000 active; AID 1745845, 2022; further: potency means the concentration at half of the fitted maximal effect; on the % scale 0 is the no-effect control and ±100 the full control effect; nearly all actives have a fitted effect of over 55% in size
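ATXN2-luciferase reporter cells (luciferase flanked by upstream and downstream ATXN2 gene portions) were treated 24 h at 37 °C with compounds at up to 57 uM. SteadyGlo luminescence gave expression; GF-AFC fluorescence gave viability.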
IL-1B inflam inh: qHTS for Inhibitors of Inflammasome Signaling: IL-1-beta AlphaLISA Primary Screen; THP-1 LPS/ATP IL-1B secretion, AlphaLISA, 16 h; active compounds read low; activity change, % at 57.5 µM; 4.7% of 360,000 active; in the data active means activity change below about -50%; inconclusive means mostly about -30% to -49%; further: on the % scale 0 is the no-effect control and ±100 the full control effect
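THP-1 cells pretreated 1 hr with compounds (up to 57.5 uM final), then stimulated with LPS (250 ng/mL final) plus ATP (1.25 mM final); secreted IL-1B measured by AlphaLISA after 16 hr, decreased signal indicating inhibition.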
HT1080 IDH1KD tx: qHTS for induction of synthetic lethality in tumor cells producing 2HG: qHTS for the HT-1080-IDH1KD cell line | HT-1080 IDH1 knockdown viability, ATP luminescence, 48 h | Potency, µM (series often up to 46.1 µM), inactives show top-dose activity, negative = toxicity, actives largely listed as cytotoxic | 2% of 360,000 active | AID 686971, 2013;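 further: potency means the concentration at half of the fitted maximal effect; 0% = DMSO wells and -100% = cell-free medium wells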
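HT-1080-IDH1KD cells (IDH1 knocked down), 750/well in RPMI with 5% FBS, treated with compound 48 h at 37 degrees C. Viability by CellTiter-Glo luminescence, normalised to DMSO and no-cell wells; concentration-response curves classed.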
KB-V1 cytotox: qHTS assay for MDR1-selective chemotherapeutics: Primary screen using the drug-selected MDR subline cells KB-V1. Potency, µM (highest dose often 46.1 µM), for the others: at the top dose activity change, negative = cytotoxicity, most hits filed as cytotoxic. KB-V1 MDR cells viability, CellTiter-Glo, 72 h. AID 1347076, 2019. 3.4% of 400,000 active; further: potency means the concentration at half of the fitted maximal effect; on the % scale 0 is the no-effect control and ±100 the full control effect; nearly all actives have a fitted effect of over 60% in size
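KB-V1 cells (P-gp-expressing MDR subline of KB-3-1) in phenol-red-free DMEM with 10% FBS were exposed to library compounds over a concentration series for 72 h at 37 degrees C. Viability read by CellTiter-Glo luminescence; concentration-effect curves fitted after normalization.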
HT1080NT lethal: qHTS for induction of synthetic lethality in tumor cells producing 2HG: qHTS for the HT-1080-NT fibrosarcoma cell line. Potency, µM (top dose mostly 46.1 µM), without a hit: at the highest dose activity, negative = less viability, usual class: cytotoxic. HT-1080-NT fibrosarcoma viability, CellTiter-Glo ATP luminescence, 48 h. 1.6% of 360,000 active;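 further: NT is the 2HG producing partner of a matched IDH1 knockdown line; potency means the concentration at half of the fitted maximal effect; 0% = DMSO-treated cells and -100% = media-only wells without cells; nearly all actives have a fitted effect of over 55% in size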
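750 cells/well, RPMI + 5% FBS; 2 h settle, compound pin-transfer, 48 h at 37 degrees C. CellTiter-Glo 10 min RT, luminescence. Normalized to DMSO and media-only wells.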
Numbers without * were called inactive; u = inconclusive; x = not tested or not shown; [ ] = another dose, or the depositor's remark. Unless noted, the call rests on the fitted dose curve; in most records, active means well fitted curve in the direction sought with a large enough effect; inconclusive means small, poorly fitted or top-dose-only effect, or another doubt; inactive means no such curve, though single readings can be large; an effect the other way counts as inactive or inconclusive.

SMILES	MCF10A rerep	SW480 rereplic	WRN inhibitor	KB-3-1 cytotox	ATXN2 expr inh	IL-1B inflam inh	HT1080 IDH1KD tx	KB-V1 cytotox	HT1080NT lethal
COCCC(=O)N(Cc1ccc2c(c1)OCO2)C(C(=O)NC1CCCCC1)c1ccncc1 (stereo not given)	0%	-3%	5%	4%	-17%	21	-3%	11%	1%
COc1cccc(C(=O)Nc2ccc(NC(=O)C(C)C)nc2)c1	28%	-1%	-6%	4%	-2%	-11	3%	7%	11%
CCCC(=O)Nc1nnc(-c2ccccc2)o1	8%	-1%	3%	-17%	-4%	-16	-4%	-5%	-4%
CC(=O)c1cccc(NC(=O)Nc2cccnc2)c1	5%	1%	-2%	20%	0%	85	13%	4%	19%
c1cc(-c2nnc3n2CCCCC3)ccn1	0%	-1%	-5%	0%	5%	6	-2%	-1%	11%
CCOC(=O)c1cccc(NC(=O)c2cnccn2)c1	-179%[0.0737 µM]	-4%	-1%	-4%	6%	-6	17%	4%	2%
CC(C)(C)[C@H]1COC(=O)CCCC/C=C\C[C@H](CC(=O)N(CCO)Cc2ccccc2)C(=O)N1	2%	0%	2%	0%	6%	9	5%	0%	3%
COc1ccc(C(=O)NNC(=O)CCC(=O)NNC(=O)c2ccc(OC)cc2)cc1	-1%	-2%	-9%	-11%	-3%	11	20%	1%	8%
CC(C)OC1(c2ccccc2)OC(=O)c2ccccc21 (stereo not given)	-3%	-16%	-3%	8%	21%	-13	11%	u	6%
N/C(=N\OC(=O)c1cccc2ccccc12)c1ccc(Br)cc1	4%	10%	8%	0%	x	19	2%	-27%	-3%
Cc1nc2cc3nc(C(F)(F)F)[nH]c3cc2[nH]1	-2%	-4%	-8%	21%	7%	-5	18%	18%	28%
O=C(Nc1ccc(Br)cc1)c1cc(-c2cccs2)on1	3%	u	-5%	-1%	10%	-18	-13%	5%	0%
c1ccc(Cn2nnnc2CN2CCCC2)cc1	35%	-1%	0%	2%	-1%	23	-3%	11%	2%
CN(C(=O)c1cccc(NC(=O)Cc2ccc(NC(=O)C3CCCN(C(=O)C4CC4)C3)cc2)c1)C1CC1 (stereo not given)	-45%[inhibitor]	-35%[inhibitor]	-5%	0%	3%	55	0%	-10%	1%
CCOCCCNC(=O)CCc1ccc(-n2cnc3cccnc32)cc1	4%	15%	2%	0%	-4%	3	12%	-19%	-11%
CSc1nc(-c2ccc(N(C)C)cc2)c(C#N)c(=O)n1C	12µM*	7.3µM*	-4%	2%	57%[activator]	-6	-1%	24%	3%
CCc1nc(N2CCCCC2C(=O)O)c2oc3ccccc3c2n1 (stereo not given)	2%	-12%	-4%	-18%	-10%	44	-12%	-1%	-1%
COc1ccc(C(=O)N/N=C/c2ccc(OC(=O)c3cccs3)cc2)cc1	-5%	-5%	1%	-1%	12%	6	-11%	10%	-12%
CC(=O)c1ccc(NC(=O)c2sc3nc4n(c(=O)c3c2C)CCCCC4)cc1	14%	u	1%	2%	36%	-60*	1%	18µM*	4%
CCn1c(C)nc2cc(S(=O)(=O)N3CCCC3)ccc21	-11%	-27%	-3%	12%	-5%	0	0%	13%	5%
CCC1CCC/C1=N\NC(=O)c1cc(C)[nH]n1 (stereo not given)	2.9µM*	16µM*	-3%	13%	-7%	9	0%	-5%	21%
Cc1cccc(CC(=O)NC2CCCCCC2)c1	1%	8%	-6%	1%	x	-3	-1%	-8%	-2%
CCc1nc(SCC(=O)NCCc2ccccc2)c2c(=O)n(C)c(=O)n(C)c2n1	6%	-8%	-4%	-3%	3%	-8	10%	-2%	10%
CCOc1ccc(NC(=O)COc2ccccc2C(=O)NCc2ccccc2)cc1	16%	6%	-8%	-2%	-26%	-2	-19%	0%	-13%
CC1=NN(C(=O)c2ccccc2)C(O)(c2ccc(Br)cc2)C1 (stereo not given)	u	-3%	-6%	-24%	-38%	45	u	u	-23%
Cn1ncc(N=Cc2c(O)ccc3ccccc23)c1C(=O)N1CCOCC1	-3%	1%[9.22 µM]	-5%	-5%	3%	19	4%	-7%	1%
Cc1ccc(-c2c3c(=O)n(C)c(=O)n(C)c3cn2CCCN2CCOCC2)cc1	-1%	-4%[9.22 µM]	0%	0%	-1%	-8	0%	-15%	-6%
CN(CCOc1ccccc1)C(=O)c1cc(S(=O)(=O)N2CCOCC2)c(Cl)cc1Cl	x	x	22%	0%	x	-8	-15%	u	-11%
CCCC(C(=O)OCC)P(=O)(c1ccccc1)c1ccccc1 (stereo not given)	2%	-3%	-1%	-6%	3%	1	0%	9%	2%
COc1ccc(-n2nnnc2SCC(=O)NCc2ccco2)cc1OC	2%	-7%	-13%	10%	15%	7	-3%	4%	1%
Cc1[nH]c2ccccc2c1/C=C/c1nc2ccccc2c(=O)[nH]1	23µM*	16µM*	-35%	u	16%	-103*	16µM*	u	u
O=C(COC(=O)c1ccc(O)cc1O)Nc1cccc2ccccc12	12%	u	-2%	5%	0%	27	-3%	u	3%
Cc1ccccc1-n1c(SCC(=O)NC2CCS(=O)(=O)C2)nc2ccccc2c1=O (stereo not given)	0%	-4%	-2%	1%	5%	-6	-1%	-1%	2%
O=C(OCc1ccc(Br)cc1)c1cccc(-c2nnc(-c3ccccc3)o2)c1	4%	-7%	-4%	-20%	-6%	-7	11%	9.2µM*	14%
CC(C)(C)NC(=O)C1CC1(c1ccccc1)c1ccccc1 (stereo not given)	1%	27%	-1%	u	-34%	-12	7%	-2%	4%
CCOc1cc2[nH]c(=S)n(Cc3ccc(C(=O)NCCN(CC)CC)cc3)c(=O)c2cc1OCC	u	u	-11%	-3%	-35%	-99*	u	24%	u
COc1ccc(NC(=O)CN(C)CC(=O)Nc2cccc(C(F)(F)F)c2)cc1	0%	-5%	-2%	14%	-5%	-4	-10%	-15%	-1%
CCn1nnnc1SCC(=O)Nc1cc(OC)cc(OC)c1	-11%	1%	-13%	-9%	1%	10	-4%	-6%	-8%
CC1CC(C)CN(S(=O)(=O)c2ccc3c(c2)CC(C)N3C(=O)C2CC2)C1 (stereo not given)	u	-21%	-5%	-12%	x	-5	-7%	-7%	-3%
COCCCn1c(=O)c2ccccc2n(CC(=O)N2CCCc3ccccc32)c1=O	-16%	9%	-4%	-10%	-11%	7	-6%	-28%	-2%

Profiles, looked up by structure.
CCCC(C(=O)OCC)P(=O)(c1ccccc1)c1ccccc1 (stereo not given) in the list: MCF10A rerep = 2%; SW480 rereplic = -3%; WRN inhibitor = -1%; KB-3-1 cytotox = -6%; ATXN2 expr inh = 3%; IL-1B inflam inh = 1; HT1080 IDH1KD tx = 0%; KB-V1 cytotox = 9%; HT1080NT lethal = 2%
COc1cccc(C(=O)Nc2ccc(NC(=O)C(C)C)nc2)c1 in the list: MCF10A rerep = 28%; SW480 rereplic = -1%; WRN inhibitor = -6%; KB-3-1 cytotox = 4%; ATXN2 expr inh = -2%; IL-1B inflam inh = -11; HT1080 IDH1KD tx = 3%; KB-V1 cytotox = 7%; HT1080NT lethal = 11%
CC1=NN(C(=O)c2ccccc2)C(O)(c2ccc(Br)cc2)C1 (stereo not given) in the list: MCF10A rerep = u; SW480 rereplic = -3%; WRN inhibitor = -6%; KB-3-1 cytotox = -24%; ATXN2 expr inh = -38%; IL-1B inflam inh = 45; HT1080 IDH1KD tx = u; KB-V1 cytotox = u; HT1080NT lethal = -23%

Sorted by value in WRN inhibitor (lowest first): some entries from above
SMILES | WRN inhibitor
CC1CC(C)CN(S(=O)(=O)c2ccc3c(c2)CC(C)N3C(=O)C2CC2)C1 (stereo not given) | -5%
O=C(OCc1ccc(Br)cc1)c1cccc(-c2nnc(-c3ccccc3)o2)c1 | -4%
O=C(COC(=O)c1ccc(O)cc1O)Nc1cccc2ccccc12 | -2%

(more compounds)
SMILES	MCF10A rerep	SW480 rereplic	WRN inhibitor	KB-3-1 cytotox	ATXN2 expr inh	IL-1B inflam inh	HT1080 IDH1KD tx	KB-V1 cytotox	HT1080NT lethal
Cn1nc(C(=O)Nc2ccc3c(c2)OCO3)c2ccccc2c1=O	2%	-14%	-9%	-19%	-25%	-5	-8%	u	0%
COc1c(C)cc(Br)cc1C(=O)Nc1cccc(-c2nc3ncccc3o2)c1	u	1%	1%	u	22µM*	-21	-3%	u	12%
CC(C)c1ccc(S(=O)(=O)N2CCN(C(=O)CCc3nc4ccccc4c(=O)[nH]3)CC2)cc1	x	x	5%	-5%	x	19	-29%	-4%	u
CCN(CC(=O)Nc1c(F)cccc1F)C(=O)Cc1c[nH]c2ccccc12	-1%	-19%	0%	18%	17%	-5	2%	0%	-1%

Assay outcomes (PubChem BioAssay)
